Assay outcomes (PubChem)
DENV2 CPE: DENV2-induced cell death inhibition. DENV2-infected cells, cytopathic effect rescue, plate reader. CPE inhibition, % at 9.99 µM. 350,000 tested, 1.7% active; in the data active = CPE inhibition above about 20%, passing the limit was not always enough; inconclusive = no clear call, values can overlap the other calls; tested in BHK-21 cells;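 note: 0% = median of neutral control wells and 100% = median of positive control wells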
SIRT5 block: blocks human SIRT5 desuccinylation of peptide; Q9NXA8; 330,000 tested, 1.1% active; inhibition, % at 15 µM; Purified SirT5, succinyl-peptide AMC, trypsin-coupled fluorescence; in the data active = inhibition above about 15%; inconclusive = no clear call, values can overlap the other calls
PglD DTNB: PglD (C. jejuni) enzyme inhibition; purified PglD enzyme, DTNB colorimetric CoA detection; AID 602405; inhibition, % at 12.5 µM; 360,000 tested, 0.098% active; in the data active = inhibition above about 16%, passing the limit was not always enough; inconclusive = no clear call, values can overlap the other calls; note: strong numbers were not always called active
S100A4 inh HTS: blocks human S100A4 binding to myosin IIA peptide | P26447 | S100A4/TAMRA-MyoIIA peptide fluorescence polarization | 360,000 tested, 0.14% active | AID 652163 | inhibition, % at 10.7 µM;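 active = mean inhibition of at least 70% across replicates, with every replicate also reaching that level; inconclusive = mean inhibition reaches 70% but some replicates fall short; inactive = mean inhibition below 70%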
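incubation = readout 5 min after mixing, signal stable up to 60 min | system = S100A4 monomer protein | buffer or medium = HEPES pH 7.2 with CaCl2, KCl, NaCl, DTT, Triton | benchmarks = neutral control DMSO, positive control TFP | also added = fluorescent myosin IIA peptide, 5 nM | compound dosing = one concentration per compound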
Statin myotox sup: suppressors of simvastatin-induced myotoxicity in C2C12 myotubes. ATP luminescence, 48 h; scaled: DMSO 0, geranylgeraniol control 100. rescue of ATP level, % at 7.49 µM. 330,000 tested, 0.78% active. AID 602340;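 active = mean ATP rescue above about 67%, or every replicate alone reaching that limit, limit read from the data, passing the limit was not always enough; inconclusive = no clear call, values can overlap the other calls; inactive = mean under the limit and some replicate under it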;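 note: myotubes were challenged with 10 µM simvastatin during compound exposure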
ERp5 inh: blocks human ERp5 reductase activity on insulin. ERp5 insulin aggregation, absorbance 650 nm, 90 min. 350,000 tested, 0.05% active. Q15084. inhibition, % at 9.99 µM;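 active = mean replicate inhibition above about 25%, with every replicate also reaching it, limit read from the data, passing the limit was not always enough; inconclusive = only one of those two criteria met; inactive = neither criterion met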
Target sequence (Q15084 whole entry, looked up): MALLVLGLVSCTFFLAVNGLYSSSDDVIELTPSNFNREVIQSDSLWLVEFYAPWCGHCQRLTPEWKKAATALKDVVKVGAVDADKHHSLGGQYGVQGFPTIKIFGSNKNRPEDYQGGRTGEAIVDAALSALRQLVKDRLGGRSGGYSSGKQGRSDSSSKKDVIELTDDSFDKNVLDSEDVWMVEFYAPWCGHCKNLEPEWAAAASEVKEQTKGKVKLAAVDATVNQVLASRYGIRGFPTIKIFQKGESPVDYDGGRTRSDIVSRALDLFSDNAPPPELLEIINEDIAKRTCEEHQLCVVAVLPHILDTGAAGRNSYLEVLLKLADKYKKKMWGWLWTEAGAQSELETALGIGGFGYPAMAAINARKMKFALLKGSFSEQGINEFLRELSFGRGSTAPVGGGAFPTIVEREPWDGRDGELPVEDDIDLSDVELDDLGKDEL
E-sel inducer: E-selectin induction on HUVECs; P16581; HUVEC E-selectin immunofluorescence imaging; normalized: neutral wells 0, TNF-alpha wells 100; activation, % at 7.58 µM; 260,000 tested, 0.37% active;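 active = mean E-selectin-positive cell signal at least 10% of the positive control, reached in at least 60% of replicates, without over 20% cell loss; inconclusive = no rule given, readout overlaps actives, possibly toxicity-flagged; inactive = the rest, including those meeting only one limit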;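 note: in these data hits start at about 27%; measured in HUVEC primary endothelial cells; signal is the percent of cells scored E-selectin positive by PE staining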
Target sequence (P16581 whole entry, looked up): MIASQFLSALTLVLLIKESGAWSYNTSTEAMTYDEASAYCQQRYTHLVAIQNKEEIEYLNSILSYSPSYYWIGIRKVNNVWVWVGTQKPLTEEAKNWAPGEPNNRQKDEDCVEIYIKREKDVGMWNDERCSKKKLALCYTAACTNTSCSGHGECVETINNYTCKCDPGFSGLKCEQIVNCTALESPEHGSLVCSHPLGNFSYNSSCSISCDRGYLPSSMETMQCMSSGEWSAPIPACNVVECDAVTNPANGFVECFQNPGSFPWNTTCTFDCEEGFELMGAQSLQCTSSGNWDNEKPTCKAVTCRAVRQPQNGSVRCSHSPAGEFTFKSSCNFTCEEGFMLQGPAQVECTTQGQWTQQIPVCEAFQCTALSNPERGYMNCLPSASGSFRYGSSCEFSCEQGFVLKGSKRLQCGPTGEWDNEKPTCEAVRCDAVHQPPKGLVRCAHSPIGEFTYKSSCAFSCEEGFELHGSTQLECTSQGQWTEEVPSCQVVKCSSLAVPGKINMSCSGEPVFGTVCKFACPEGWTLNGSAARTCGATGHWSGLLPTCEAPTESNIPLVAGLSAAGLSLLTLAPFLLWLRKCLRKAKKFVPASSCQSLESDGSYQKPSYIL
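System: HUVEC, human umbilical vein endothelial cells; quantity: 3,000 cells/well; buffer or medium: EGM-2 medium, gelatin-coated wells; dosing: single-point compound dose; detection: immunofluorescence imaging; evaluation: % PE-positive cells; benchmarks: TNF-alpha, DMSO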
Numbers without * were called inactive; ? = inconclusive; . = not tested or not shown; & = joins results of further samples.

SMILES	DENV2 CPE	SIRT5 block	PglD DTNB	S100A4 inh HTS	Statin myotox sup	ERp5 inh	E-sel inducer
Cc1ccccc1-n1ncc2c1CC(C)(C)CC2NC(=O)c1snnc1C (centres undefined)	?	0	-4	5	3	3	.
C[C@@H]1CN([C@H](C)CO)S(=O)(=O)c2ccc(C3=CCCCC3)cc2O[C@@H]1CN(C)C(=O)Cc1ccccc1	-3	13	-2	11	-78	-2	-0.1
CCOC(=O)Cn1cc(Cl)cc(C(=O)Nc2ccccc2)c1=O	0	-1	-1	-1	-7	2	0.0
COC(=O)[C@H](Cc1ccccc1)NC(=O)N1CCN(c2ccccc2)CC1	0	4	3	-3	-5	0	4.7
COc1ccc2cc(CCNC(=O)C(C)(C)C)c(=O)[nH]c2c1	?	1	2	-2	2	1	-0.2
COc1ccccc1-c1ccc([C@H]2[C@@H](CO)N3CCCCN(Cc4ccncc4)C[C@@H]23)cc1	-9	-7	-1	-5	-1	0	0.6
CCN(C(=O)COC(=O)c1ccc(Cl)nc1)C1CCS(=O)(=O)C1 (centres undefined)	-2	-2	.	-7	.	2	2.5
C[C@H](CO)N1C[C@H](C)[C@@H](CN(C)S(C)(=O)=O)Oc2ccc(NC(=O)Cc3cn(C)c4ccccc34)cc2C1=O	1	-2	4	5	-22	-4	.
CCC(=O)Nc1ccc2c(c1)C(=O)N(C)C[C@H](OC)[C@@H](C)CN(Cc1cccc(F)c1)[C@H](C)CO2	12	2	0	-18	3	1	-0.2
Cc1ccc(C(=O)CCC(=O)N2CCC(C(N)=O)CC2)s1	-3	1	0	4	-3	2	1.0
CCC(=O)Nc1ccc2c(c1)C(=O)N(C)C[C@@H](OC)[C@H](C)CN(C(=O)COC)[C@H](C)CO2	-4	.	-1	-16	5	-5	-0.1
CC(OC(=O)CCC(=O)N1CCN(S(=O)(=O)c2ccc3ccccc3c2)CC1)C(=O)NC(N)=O (centres undefined)	-7	-1	4	-2	-9	0	.
COCCNC(=O)C1CCCN(C(=O)c2cc(-c3cccs3)oc2C)CC1 (centres undefined)	2	-1	-3	7	4	5	-0.2
O=S(=O)(/C=C/c1ccccc1)N1CCOCC1	?	0	0	-2	0	-3	.
Cc1ccc(SSc2cc(C)ccc2N)c(N)c1	-8	.	6	-1	35	-2	1.2
Cc1ccc([N+](=O)[O-])c(OCCN2CCCCCC2)c1	1	-2	.	-5	.	1	1.0
CCOC(=O)C1(CC2CCCCO2)CCN(Cc2cccnc2)CC1 (centres undefined)	-4	-1	-5	2	12	1	.
C[C@H]1CN([C@@H](C)CO)C(=O)c2cc(C#CC3CCCC3)cnc2O[C@@H]1CN(C)Cc1ccncc1	?	-5	-1	9	-38	-2	1.0
CC(C)Nc1nc(NC(C)C)nc(Oc2ccc(=O)n(C)n2)n1	4	-12	.	4	.	5	7.7
COC(=O)c1ccc(COc2ccccc2OC)o1	-1	1	-3	1	13	2	-0.1
CCCN1C(C)C(C(=O)OCC)=CN(Cc2ccc(Br)cc2)S1(=O)=O (centres undefined)	9	32*	1	0	-14	4	-1.9
Cc1ccccc1OCCCCCNCCO	1	0	2	0	-24	6	.
O=Cc1c(NCCN2CCCC2)c2ccccc2[nH]c1=O	18	3	-4	-4	-8	6	-0.1
O=C1c2ccccc2CN1CCNC(=S)NC1CCCCC1	2	1	3	-1	-2	-1	11
NC(=O)N/N=C/c1cn(-c2ccccc2)nc1-c1cccs1	-4	2	.	1	.	-4	3.5
CCOc1ccc(C2NC(=O)CCC2[N+](=O)[O-])cc1 (centres undefined)	0	-2	-2	0	13	1	.
CC(C(=O)Nc1ccc(S(N)(=O)=O)cc1)N1CCc2ccccc21 (centres undefined)	1	1	.	2	.	3	1.2
CCOCCCNC(=O)N[C@H](C(=O)OC)C(C)CC (some centres undefined)	2	-3	.	12	.	3	2.4
Cc1ccc2nc(/N=C(\N)NC(=O)N3c4ccccc4Sc4ccccc43)nc(C)c2c1	13	4	-7	-7	-3	1	2.0
Cc1ccc(/C=N/NC(=O)c2cccs2)s1	-4	.	1	3	-10	-83	.
Cc1cc(C(=O)Nc2ccc(Cl)cc2)c(C)n1Cc1cccs1	-6	-1	.	-3	.	-1	.
O=C(Cn1nnc(-c2ccccc2NC(=O)c2ccccc2F)n1)NCc1ccco1	.	.	2	.	3	.	15
CO[C@@H]1CN(C)C(=O)c2cc(NC(=O)Nc3cccc(F)c3)ccc2OC[C@@H](C)NC[C@H]1C	4	-8	2	-48	-8	13	-0.2
Cc1noc(C)c1S(=O)(=O)Nc1ccc2c(c1)C(=O)N([C@@H](C)CO)C[C@@H](C)[C@@H](CN(C)C(=O)NC1CCCCC1)OCCCC[C@H](C)O2	4	0	2	20	-79	11	-0.4
CC1CCCCN1C(=O)c1ccc(C(=O)Nc2ccc(F)cc2)cc1 (centres undefined)	.	.	5	0	-15	-4	-0.1
Cc1csc(NC(=O)NCC2CCCC(CNC(=O)Nc3nc(C)cs3)C2)n1 (centres undefined)	0	-4	-4	6	-8	7	.
Cc1cc2oc(=O)cc(-c3ccccc3)c2c(C)c1-c1ccc(CO)cc1	0	1	0	0	-21	0	.
Cc1nn(-c2ccccc2)c2nc3c(cc12)C(=O)CCC3	11	-5	.	-1	.	-1	-1.1
C[C@@H]1CN([C@H](C)CO)C(=O)c2cc(NS(=O)(=O)c3cn(C)cn3)ccc2O[C@@H]1CN(C)C	7	5	1	8	2	-4	-5.2
C[C@H](CO)N1C[C@H](C)[C@H](CN(C)S(C)(=O)=O)Oc2ccc(NC(=O)c3ccncc3)cc2CC1=O	-1	-2	0	-3	-11	1	22
CSCC[C@H](NC(=O)[C@H]1CC[C@H](CNC(=O)[C@@H]2CCCN2)CC1)C(=O)O	-1	-5	8	1	11	4	.
CCCn1c(SCC(=O)N2CC(=O)Nc3ccccc32)n[nH]c1=O	-4	-8	1	1	13	-2	0.0
Cc1ccc(-c2cc(C(=O)O)c3cc(Br)ccc3n2)s1	5&-1	-5&-1	2&-2	-9&-2	2&-14	2&2	0.1&0.0
Cc1ccc(S(=O)(=O)N(CCC(=O)NCC(c2ccccc2)N(C)C)c2ccccc2)cc1 (centres undefined)	-4	-1	0	0	1	-13	.
NS(=O)(=O)c1ccc(CCNC(=O)c2cc3ccccc3oc2=O)cc1	10	-2	7	-5	11	3	0.4
CCCNC(=O)Nc1ccc2c(c1)C(=O)N(C)C[C@H](OC)[C@H](C)CN(Cc1cccnc1)[C@@H](C)CO2	-2	0	4	3	4	1	2.0
Cc1cccc(NC(=S)NCc2ccccc2Cl)c1C	-6	2	1	0	5	0	-0.1
COc1ccc(OCCn2cc(C=O)c3ccccc32)cc1	-7	-3	0	3	29	-1	0.7
CCN(C(=S)Nc1ccc(Oc2ccccc2)cc1)c1ccccc1	.	.	5	.	-6	.	2.0
O=S(=O)(c1cccc(F)c1)N1CCN(Cc2cccc(OCCO)c2)CC1	6	.	.	-4	.	3	.
NC(=O)c1ccc(NCC2COc3ccccc3O2)c([N+](=O)[O-])c1 (centres undefined)	-4	-7	6	4	2	-7	0.9
COc1ccc(NC(=O)c2ccccc2NC(=O)C2CC=CCC2C(=O)O)cc1 (centres undefined)	?	-1	3	2	1	8	0.8
O=C(C[C@H]1CC[C@H](NC(=O)Nc2cc(F)ccc2F)[C@H](CO)O1)NCc1ccccn1	-1	-2	-3	-8	11	-2	-0.2
CCc1c(C)c2ccc(OC(C)C(=O)NC(Cc3c[nH]c4ccc(O)cc34)C(=O)O)c(C)c2oc1=O (centres undefined)	1	-7	2	-2	-2	5	.
COc1ccc(NC(=O)Nc2cccc3c2O[C@@H](CN(C)Cc2ccc(C(F)(F)F)cc2)[C@H](C)CN([C@@H](C)CO)C3=O)cc1	-2	6	-3	-7	28	-2	-0.4
CCN1CCC(Nc2ccnc3cc(Cl)ccc23)CC1	7	-4	.	-2	-4	0	-0.1
CSc1ccc(CN2CCN(C(=O)c3ccncc3)CC2)cc1	-2	6	.	-1	.	-2	.
CCNC(=O)[C@H]1[C@H](CO)[C@H]2Cn3c(cccc3=O)[C@@H]1N2C(=O)c1ccc(F)cc1	-8	-3	.	4	.	-3	0.0
CSc1ccc(C2=CC(=O)C[C@H](c3ccc(Cl)cc3)C2)cc1	1	.	2	-1	-23	-3	.
COc1ccc2c3c(n(C)c2c1)[C@@H](CO)N(Cc1ccccc1F)CC31CN(C(=O)C2CC2)C1	-1	10	.	0	.	1	0.0
The results go on:
SMILES	DENV2 CPE	SIRT5 block	PglD DTNB	S100A4 inh HTS	Statin myotox sup	ERp5 inh	E-sel inducer
Cc1ccc(C)n1-c1ccc(N(C)C)cc1	-3	2	.	-7	.	6	-0.2
CS(=O)(=O)N1CCCCN2[C@H](CO)[C@H](c3ccc(C#Cc4ccccn4)cc3)[C@@H]2C1	33*	3	9	10	.	2	0.5
CC(=O)N(c1ccccc1C)c1ccccc1C	17	-5	5	4	-2	1	0.9
COc1ccc(NC(=O)c2ccc3c(c2)n(C)c(=O)n3C)cc1	-1	2	3	-4	-4	-6	0.5
Cc1nonc1NC(=O)c1oc2ccc(F)cc2c1C	-3	0	3	-4	3	0	0.0
COc1ccc(CCNC(=O)C2CCCN2C(=O)Nc2cccc(OC)c2)cc1 (centres undefined)	-2	-2	1	2	0	-1	0.0
COc1ccc(NC(=O)C2CCN(c3cnccn3)CC2)cc1OC	1	-5	-1	-4	5	-8	.
O=C(c1ccccc1Cl)N(Cc1ccccc1F)N1C(=O)CCCC1=O	2	-3	-3	-2	-14	3	0.1
CC(C)(C)c1nnc2sc(SCC(O)=C(C#N)c3nc4ccccc4[nH]3)nn2c1=O	8	-5	-2	-7	2	3	0.0
COc1ccc(C2N(c3ccc(Cl)cc3)C(=O)C3CCCN32)cc1 (centres undefined)	6	.	0	1	15	-5	1.0
O=C(COC(=O)c1nc(Cl)ccc1Cl)NNC(=O)c1cccs1	-9	-6	-2	-5	4	1	-1.5
COc1ccc(CNC(=S)NCc2ccc(Cl)cc2)cc1OC	5	-5	3	0	.	5	3.2
COc1ccc(S(=O)(=O)N[C@@H]2CC[C@H](CCn3cc(-c4ccccc4F)nn3)O[C@@H]2CO)cc1	-12	2	1	1	-2	2	-0.4
CCc1nnc(NC(=O)c2ccc(-c3ccc([N+](=O)[O-])cc3Cl)o2)s1	6	0	.	3	0	4	.
O=C1C=C(/C=C/c2ccccc2)C[C@@H](c2ccc(F)cc2)C1	18	3	4	-4	-8	-1	-0.1
COc1cccc2sc(=NC(=O)CS(=O)(=O)c3ccc(Cl)cc3)n(C)c12	4	-3	.	1	-41	0	-0.3
CCC1CCCCN1CCCNC(=O)CN1C(=O)COc2ccc(S(=O)(=O)N3CCOCC3)cc21 (centres undefined)	3	-2	2	-3	-11	2	.
O=C(NCc1ccc(F)cc1)c1c2c(nc3ccccc13)CCC2	0	-2	.	-2	.	-1	.
CCOC(=O)C1Nc2ccc(OC(F)(F)F)cc2C2C=CCC12 (centres undefined)	16	.	0	-15	-5	3	0.3

4 entries from above, set out differently:
canonical_smiles | DENV2 CPE | SIRT5 block | PglD DTNB | S100A4 inh HTS | Statin myotox sup | ERp5 inh | E-sel inducer
COc1cccc2sc(=NC(=O)CS(=O)(=O)c3ccc(Cl)cc3)n(C)c12 | 4 | -3 | . | 1 | -41 | 0 | -0.3
CCOC(=O)C1Nc2ccc(OC(F)(F)F)cc2C2C=CCC12 (centres undefined) | 16 | . | 0 | -15 | -5 | 3 | 0.3
O=C(NCc1ccc(F)cc1)c1c2c(nc3ccccc13)CCC2 | 0 | -2 | . | -2 | . | -1 | .
CCC1CCCCN1CCCNC(=O)CN1C(=O)COc2ccc(S(=O)(=O)N3CCOCC3)cc21 (centres undefined) | 3 | -2 | 2 | -3 | -11 | 2 | .

Not all compounds are listed; the hit share may differ from the screen's.
